Insulin prom inh – TRM-6 insulin promoter activity inhibition; TRM-6 cells (human fetal islet line), insulin promoter-eGFP reporter, imaging; reporter expression induced with tamoxifen; inhibition, % at 2 µM; hit rate 0.9% among 130,000; AID 1273;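 active = inhibition above the mean plus 3 SD, with well images judged a real hit on visual review, cut at about 60% in these data, passing the limit was not always enough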
SDO1 yeast rescue – compounds rescuing growth of sdo1-depleted yeast, bone marrow failure model; z-score at 10 µM; S. cerevisiae sdo1-depleted JHY4D growth rescue, OD600 30 h; hits give high values; pdr5 snq2 efflux-pump mutant strain; hit rate 0.21% among 140,000; AID 817;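 active = z-score above 3 at both the 24 hr and the 30 hr optical density reads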;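 note: z-score against mean and SD of all compound wells on the same plate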
SDO1 yeast rescue Rescue 24 h – also measured in SDO1 yeast rescue; calls as there; z-score; S. cerevisiae sdo1-depleted JHY4D growth rescue, OD600; measured here: growth rescue at 24 h;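 0 is the plate mean of compound wells and units are plate SD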
Active calls of the source: *; x = not tested or not shown.

cpd | Insulin prom inh | SDO1 yeast rescue | SDO1 yeast rescue Rescue 24 h | SMILES
1 | -48 | -1.1 | -0.14 | COc1ccc(CNC(=O)/C=C/c2cc3c(cc2Br)OCO3)cc1
2 | -11 | -0.75 | -0.55 | COCCN(C(=O)CCC(=O)Nc1cccnc1)C(C(=O)NC1CCCCC1)c1ccccc1 (configuration not stated)
3 | -26 | -0.12 | -0.38 | COC(=O)c1ccc(NC(=O)C2CCCN2S(=O)(=O)c2ccc(F)cc2)cc1 (configuration not stated)
4 | 19 | -2.3 | -1.8 | Cc1ccc(O)c(-c2cc(-c3ccccc3F)[nH]n2)c1
5 | x | -0.19 | -1.2 | CCOc1ccc(OCC)c(NC(=O)CSCC(=O)O)c1
6 | 54 | -0.72 | 0.17 | Cc1cccc(/C=C2/SC(=O)N(Cc3ccccc3)C2=O)n1
7 | -3 | 0.62 | 0.33 | O=C(CN1C(=O)c2ccccc2C1=O)Nc1ccccc1F
8 | 25 | 0.64 | 0.73 | Cc1cccc2cc(COC(=O)c3cccnc3)c(=O)[nH]c12
9 | x | -1.3 | -1.6 | Cc1cccc2cc(C(c3nnnn3CC3CCCO3)N3CCCc4ccccc43)c(=O)[nH]c12 (configuration not stated)
10 | 37 | 0.86 | 1 | COC(=O)C1=C(C)NC2=C(C(=O)c3ccccc32)C1c1ccc(-c2ccc(C(=O)O)cc2)o1 (configuration not stated)
11 | 0 | 0.66 | -0.02 | CCCN(CCC)CCNC(=O)C1CCCN(S(=O)(=O)c2ccc3c(c2)oc(=O)n3C)C1 (configuration not stated)
12 | -11 | -0.16 | -0.69 | CCNC(=O)CC1SC(=Nc2ccc(C)cc2)N(CC)C1=O (configuration not stated)
13 | 29 | -0.17 | 0.39 | Cc1cccc(OCCCC(=O)O)c1
14 | x | 0.67 | 0.4 | CN1CCN(/C(=N\O)c2nonc2N)CC1
15 | -11 | x | x | CCn1c(CNC(=O)c2ccccc2F)nnc1SCC(=O)NC1CCCCC1C (configuration not stated)
16 | -37 | 2.3 | 2.8 | CCOC(=O)c1ccc(NC(=O)CN2C(=O)C3C4C=CC(C4)C3C2=O)cc1 (configuration not stated)
17 | 36 | 0.79 | 0.49 | O=C(c1ccc(N2CCCC2=O)cc1)N1CCN(c2ccccc2)CC1
18 | x | 0.78 | 0.2 | Cc1cccc(OCc2n[nH]c(=S)o2)c1
19 | -56 | x | x | Cc1ccc(NC(=O)COC(=O)CCc2ccc(S(=O)(=O)N3CCOCC3)cc2)c(C)c1
20 | -6 | 0.83 | 2 | CCOc1ccc(S(=O)(=O)NCCCN2CCOCC2)cc1
21 | x | 0.79 | 2 | Cn1c(SCC(=O)N/N=C/C=C/c2ccccc2[N+](=O)[O-])nc2ccccc21
22 | 58 | x | x | NNC(=S)NC1CCCCC1
23 | -44 | 0.02 | -0.3 | Cc1cc(C)c(C#N)c(SCc2cn3ccccc3n2)n1
24 | x | 0.14 | 0.23 | COC(=O)c1ccc2c(c1)NC(=O)C(N1CCCC1)S2 (configuration not stated)
25 | 78* | -1.8 | -1.3 | Cc1nn(-c2ccccc2)c(Cl)c1/C=N/Nc1nc2ccccc2n1C
26 | -3 | 0.59 | 0.31 | COC(=O)Cn1ncc(N2C3CC(CC(C)(C)C3)C2C)c(Cl)c1=O (configuration not stated)
27 | 43 | x | x | Cc1ccnc2nc(C(=O)OCC(=O)Nc3ccccc3C(C)(C)C)nn12
28 | 0 | -0.87 | -1.3 | CCCCn1c(=O)[nH]c(=O)c2c1nc(COC(=O)c1c(C)noc1C)n2CCC
29 | 33 | x | x | Cc1ccc2c(c1)C(c1ccncc1)=NNC(c1ccccc1)=N2
30 | 33 | 0.25 | -0.71 | CCOc1ccc(CSC(CC(=O)O)C(=O)O)cc1 (configuration not stated)
31 | -56 | -0.18 | -0.44 | O=C(CSc1nnc(COc2ccccc2)o1)N1CCN(c2ccccc2)CC1
32 | -5 | 0.82 | 0.22 | COCCN(CCOC)c1cc(C)c(C#N)c2nc3ccccc3n12
33 | 33 | x | x | COc1ccc(NC(=S)N(CCCN2CCOCC2)C(C)c2cc3ccccc3o2)cc1 (configuration not stated)
34 | 52 | 0.15 | 0.58 | OC(COc1ccc2ccccc2c1)CN1CCOCC1 (configuration not stated)
35 | 16 | -0.69 | -0.77 | O=C(CN1CCN(c2ccccc2F)CC1)c1c[nH]c2ccccc12
36 | x | 0.17 | -0.15 | Cc1ccc(C(=O)Nc2ccccc2Sc2ccccc2)cc1
37 | 50 | x | x | Cc1nc2c(Br)c(C)nn2c2c1CCC2
38 | x | 1.5 | 1.3 | CC(C)n1nnnc1C(c1ccc(F)cc1)N1CCN(C2CCCC2)CC1 (configuration not stated)
39 | x | 1.4 | 1.9 | CCOc1ccc(/C(O)=C2\C(=O)C(=O)N(c3cc(C)on3)C2c2ccccc2OC)cc1 (configuration not stated)
40 | -25 | 1.5 | 1.2 | COc1ccc(OC)c(CNC(=O)CCc2nc(-c3cccs3)no2)c1
41 | x | 0.98 | 0.06 | Cc1sc2ncn(CC(=O)NCC(=O)N(C)C3CCCCC3)c(=O)c2c1C
42 | 11 | -0.69 | -1.1 | COc1ccc(OC)c(NC(=O)/C=C/c2ccccc2[N+](=O)[O-])c1
43 | -8 | 1.1 | 1.1 | COCc1ccccc1Cn1cnc2c1c(=O)n(C)c(=O)n2C
44 | 23 | -2 | -1.1 | CCOC(=O)c1ccc(Nc2nc(-c3cccnc3)nc3ccccc23)cc1
45 | -25 | -0.47 | -1.2 | COc1cc(C(=O)Nc2ccc(C(C)=O)cc2)c(Br)c(OC)c1OC
46 | 47 | -0.88 | -0.1 | CCc1ccc(NC(=O)Cn2c(=O)n(CCCC(=O)NCc3ccco3)c(=O)c3ccccc32)cc1
47 | -52 | -1.1 | -0.78 | CCOC(=O)c1ccc(NCC(O)COc2ccccc2)cc1 (configuration not stated)
48 | -67 | 0.75 | 0.49 | CCCc1nc2sc3c(c2c(=O)n1NC(=O)c1ccco1)CC(C)(C)OC3
49 | 8 | x | x | COc1cc([N+](=O)[O-])cc2cc(C(=O)N3CCN=C3c3ccccc3)c(=O)oc12
50 | -33 | 0.59 | 0.74 | CC(=O)Nc1cc(C(=O)N2CCN(C)CC2)ccc1S(=O)(=O)c1ccc(C)cc1
51 | 0 | -1.4 | -0.63 | CCCSc1nnc(Nc2ccccc2C)s1
52 | 8 | 2.1 | 2.8 | O=C(NC(=S)Nc1nc2c(ccc3ccccc32)s1)c1cccs1
53 | 68 | -1.4 | -0.6 | O=C(c1cc2ccccc2oc1=O)N(Cc1ccccc1)Cc1ccc2c(c1)OCO2
54 | 34 | 0 | -0.7 | Nc1nnc(CC(=O)N/N=C/c2cccc(OCCOc3ccccc3)c2)s1
55 | 81* | 0.46 | 0.38 | COc1ccc(CN2C3CCCC2CC(NC(=O)Nc2ccccc2)C3)cc1 (configuration not stated)
56 | 46 | 0.17 | -0.1 | CC(C)c1ccccc1NC(=O)CCCC(=O)O
57 | x | 0.35 | -1.2 | N=C1S/C(=C\c2ccc(-c3cccc(Cl)c3)o2)C(=O)N1c1nccs1
58 | 34 | -1 | -1.3 | Cc1ccc(C(=O)Oc2oc(-c3ccco3)nc2C=Nc2ccccc2)cc1
59 | 29 | -0.1 | -0.11 | Cc1cc(C)cc(OCc2nnc(SCC(=O)OC(C)C)o2)c1
60 | x | 0.32 | 1.1 | COc1ccc(-n2nc(C(=O)N3CCN(Cc4ccc5c(c4)OCO5)CC3)c3ccccc3c2=O)cc1

The listing continues:
cpd | Insulin prom inh | SDO1 yeast rescue | SDO1 yeast rescue Rescue 24 h | SMILES
61 | 0 | -0.51 | -0.23 | O=C(COc1ccc2ccccc2c1)N1CCN(C(=O)c2cccs2)CC1
62 | -500 | x | x | O=C(NNc1ncnc2c1cnn2-c1ccccc1)c1ccco1
63 | 44 | x | x | S=C(NCCc1c[nH]c2ccccc12)NC1CCCCC1
64 | -32 | -0.4 | -1.4 | CC1CC(=O)c2cnc(Nc3ccccc3)nc2C1 (configuration not stated)
65 | -13 | 1.2 | 1.3 | N#CC1=C(N)N(c2ccccc2)C(=O)C1
66 | x | -2 | -1.1 | Cc1occc1-c1nnc(SCC(=O)Nc2ccc(F)cc2)n1Cc1ccccc1
67 | 42 | 0.4 | 0.02 | Cn1nnc(NC(=O)C(c2ccccc2)c2ccccc2)n1
68 | x | -1.6 | -0.86 | COc1cccc(-c2nc(N3CCCCC3C)c3ccccc3n2)c1O (configuration not stated)
69 | 13 | 0.47 | 1.5 | CCCCNC(=O)c1cc2nc3c(c(C(F)(F)F)n2n1)CCc1ccccc1-3
70 | 50 | -0.19 | -0.21 | CCOC(=O)C1=C(C)NC(SCC(=O)Nc2nc(C)cs2)=C(C#N)C1c1cccs1 (configuration not stated)
71 | -22 | 0.54 | 0.18 | CC(C)(C)C(=O)COC(=O)c1ccccc1O
72 | x | -1.4 | -0.42 | CCOc1ccc2[nH]c(=O)c(CN(Cc3ccco3)C(CC)c3nnnn3Cc3ccccc3)cc2c1 (configuration not stated)
73 | 14 | 0.14 | 0.25 | CCC(=O)N(Cc1ccc(S(N)(=O)=O)cc1)C1CC(=O)N(c2ccc(OC)cc2)C1=O (configuration not stated)
74 | -11 | -0.91 | -1.2 | O=C(Nc1ccccc1N1CCN(C(=O)c2ccc(Cl)cc2)CC1)c1cc2ccccc2o1
75 | x | -0.37 | -0.5 | Cc1cccc(-c2nsc(SCC(=O)NCc3ccco3)n2)c1
76 | 11 | -1.9 | -1.8 | Cc1ccccc1OCc1nnc(SCC(=O)N2CCc3ccccc32)n1C
77 | 38 | -0.02 | 0.96 | O=C(Cc1ccccc1[N+](=O)[O-])NCCSCc1c(F)cccc1Cl
78 | -27 | -0.33 | -0.69 | Cc1cc2n(n1)C(c1ccccc1)CC(c1ccc(Br)cc1)=N2 (configuration not stated)
79 | -8 | -0.6 | -0.77 | O=C(CCCN1C(=O)c2ccccc2C1=O)OC1CSCC1NC(=O)c1ccccc1 (configuration not stated)
80 | -42 | 0.07 | 0.52 | CSc1ccccc1NC(=O)c1cc(C)on1
81 | x | 1 | 0.78 | c1ccc(OCc2nnnn2-c2ccccc2)cc1
82 | 38 | 0.71 | 0.7 | O=P(c1ccccc1)(c1ccccc1)C(O)c1ccco1 (configuration not stated)
83 | x | 0.1 | -0.67 | COc1cc(OC)cc(-n2nc(C(=O)NCCCN3CCOCC3)c3ccccc3c2=O)c1
84 | 8 | -0.29 | -1.3 | COC(=O)C(Cc1ccccc1)NC(=O)C(CC(C)C)NC(=O)OC(C)(C)C (configuration not stated)
85 | 41 | 1.6 | 1.3 | CN(C)CCNc1oc(COc2ccc(Cl)cc2)nc1C#N
86 | -30 | 0.47 | 1.3 | O=C1CC(c2cccc(Br)c2)C2=C(CCCC2=O)N1 (configuration not stated)
87 | 23 | -0.03 | -0.18 | Cc1ccccc1C(=O)NCC(=O)NNC(=S)NC(=O)c1ccccc1
88 | 0 | -0.23 | -0.42 | Cc1[nH]nc2c1C(c1cn[nH]c1-c1ccc(F)cc1)C(C#N)=C(N)O2 (configuration not stated)
89 | 15 | -0.31 | -0.13 | CCOC(=O)N1CCN(CC(=O)n2c(C)c(C)c3ccccc32)CC1
90 | x | -1.7 | -1.1 | COc1ccc(OC)c(-c2cc(C(=O)N3CCc4ccccc4C3)no2)c1
91 | 69 | 0.57 | 0.52 | CCn1c(SCC(=O)Nc2cc(C)on2)nnc1-c1ccccc1
92 | 17 | -0.91 | -1.2 | COc1cccc(Cn2c(C3CC3)nc3ccc(NC(=O)c4ccco4)cc3c2=O)c1
93 | -67 | x | x | Cc1nnc(SCc2nnc(-c3cccs3)o2)n1C
94 | -17 | 1 | 1.4 | Cc1ccc2[nH]c(-c3ccccc3)c(CN(C)C)c(=O)c2c1
95 | 61 | 0.72 | -0.61 | CCCC(=O)n1nc(-c2ccccc2)nc1SC
96 | -8 | -0.28 | -0.71 | O=C1NC2(CCc3ccccc32)C(=O)N1CCOc1ccc(Cl)cc1 (configuration not stated)
97 | 50 | -0.37 | -1.1 | Cc1ccccc1C(=O)N1CCC(C(=O)Nc2cccc(F)c2)CC1
98 | x | 0.46 | 0.7 | CCOC(=O)c1cc2cc(F)ccc2nc1C
99 | -57 | -0.77 | -0.47 | COc1ccc(-c2c3c(=O)n(C)c(=O)n(C)c3cn2-c2ccccc2)cc1
100 | -11 | x | x | C(#Cc1ccccc1)CN1CCOCC1

By substructure: the entries above containing an aryl thioether with sulfur outside any ring
cpd | Insulin prom inh | SDO1 yeast rescue | SDO1 yeast rescue Rescue 24 h | SMILES
15 | -11 | x | x | CCn1c(CNC(=O)c2ccccc2F)nnc1SCC(=O)NC1CCCCC1C (configuration not stated)
21 | x | 0.79 | 2 | Cn1c(SCC(=O)N/N=C/C=C/c2ccccc2[N+](=O)[O-])nc2ccccc21
23 | -44 | 0.02 | -0.3 | Cc1cc(C)c(C#N)c(SCc2cn3ccccc3n2)n1
31 | -56 | -0.18 | -0.44 | O=C(CSc1nnc(COc2ccccc2)o1)N1CCN(c2ccccc2)CC1
36 | x | 0.17 | -0.15 | Cc1ccc(C(=O)Nc2ccccc2Sc2ccccc2)cc1
51 | 0 | -1.4 | -0.63 | CCCSc1nnc(Nc2ccccc2C)s1
59 | 29 | -0.1 | -0.11 | Cc1cc(C)cc(OCc2nnc(SCC(=O)OC(C)C)o2)c1
66 | x | -2 | -1.1 | Cc1occc1-c1nnc(SCC(=O)Nc2ccc(F)cc2)n1Cc1ccccc1
75 | x | -0.37 | -0.5 | Cc1cccc(-c2nsc(SCC(=O)NCc3ccco3)n2)c1
76 | 11 | -1.9 | -1.8 | Cc1ccccc1OCc1nnc(SCC(=O)N2CCc3ccccc32)n1C
80 | -42 | 0.07 | 0.52 | CSc1ccccc1NC(=O)c1cc(C)on1
91 | 69 | 0.57 | 0.52 | CCn1c(SCC(=O)Nc2cc(C)on2)nnc1-c1ccccc1
93 | -67 | x | x | Cc1nnc(SCc2nnc(-c3cccs3)o2)n1C
95 | 61 | 0.72 | -0.61 | CCCC(=O)n1nc(-c2ccccc2)nc1SC

Assay outcomes: PubChem, several laboratories

These rows are one share of the data, so the mix of outcomes need not match the whole.
